Source: PubChem BioAssay
Autophagy HCS: autophagy modulation, high-content screen; hit rate 0.98% among 190,000; calls only at 10 µM (by protocol); MEF GFP-LC3 puncta imaging; test concentration mostly 10 µM;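 active means percentage of spot-positive cells more than 3 SD above its plate mean, without a fluorescence outlier flag or 80% toxicity; inconclusive means no clear call, values can overlap the other calls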;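 further: spot-positive cell cutoff set from DMSO-treated cells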
LYP inhibition: PTPN22 lymphoid phosphatase activity blockers – biochemical, fluorescence intensity, uHTS (AID 1779); hit rate 0.054% among 290,000; recombinant LYP phosphatase, fluorescence intensity; higher % means a stronger effect; inhibition, % at 11.5 µM, or IC50 in µM where a hit was titrated; in the data active means inhibition above about 50%;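 further: plate controls were vehicle with enzyme for no effect and no enzyme for full effect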
RSV antiviral HEp-2: RSV antiviral activity via CPE protection, HEp-2 cells, primary 10 µM value included (AID 2391); HEp-2 cells, RSV-induced CPE inhibition; higher % means a stronger effect; CPE inhibition, % at 10 µM; hits with a dose series show IC50 in µM; hit rate 0.13% among 310,000; in the data active means a potency from the dose series; inconclusive means CPE inhibition mostly from about 23% at the one dose, without a potency; inactive means the rest, 99 in 100 with CPE inhibition below about 21%; further: strong numbers were not always called active
NS5 inhibitors: flavivirus cap methylation enzyme inhibition – biochemical, confirmation dose response, primary screen (AID 588689) | Dengue-2 NS5 methyltransferase capping enzyme assay, biochemical; higher % means a stronger effect | hit rate 0.3% among 340,000 | inhibition, % at 25 µM; hits with a dose series show IC50 in µM; in the data active means a potency from the dose series; inconclusive means inhibition above about 29% without an active follow-up result
UTI89 phage lysis: inhibition of K1F phage lysis, E. coli UTI89, bacterial capsule biogenesis inhibitors, alamar blue (AID 488966) | E. coli UTI89 K1F phage lysis, alamar blue, 2 h; higher % means a stronger effect | inhibition, % at 100 µM; hits with a dose series show IC50 in µM | hit rate 0.02% among 340,000;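 active means phage lysis inhibition, versus mean bacterial control, above a set limit; inconclusive means no clear call, values can overlap the other calls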;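 further: capsule biogenesis inhibitors block K1F phage lysis so surviving cells raise fluorescence; higher fluorescence means more inhibition of phage lysis; actives were called in the ten point dose series up to 300 µM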
GPR35 antagonists: GPR35 antagonists blocking zaprinast-driven arrestin recruitment, primary screen, imaging, U2OS, beta-arrestin-GFP, zaprinast agonist (AID 2058) | hit rate 0.052% among 290,000 | one-dose inhibition, % at 10 µM; IC50 in µM for titrated hits | U2OS GPR35 beta-arrestin-GFP translocation imaging, zaprinast antagonism; higher % means a stronger effect;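 active means inhibition of at least 50% with at least 30 cells and total cytoplasm GFP at most 10,000,000; inconclusive means under 30 cells or total GFP of 10,000,000 plus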
AID2073: inhibitors of Mint1-CaV2.2 protein interaction, biochemical, HTRF (AID 2073); hit rate 0.19% among 290,000; inhibition, % at 20 µM, or IC50 in µM where a hit was titrated; HTRF protein-protein interaction, Mint1-CaV2.2; higher % means a stronger effect; in the data active means inhibition mostly above about 51%, no sharp cut-off; inconclusive means no clear call, values can overlap the other calls; inactive means mostly below about 53%; further: some results filed as inactive read as strong as hits
WT yeast gro inh: growth inhibition of WT yeast, mitochondrial fusion screen | mitochondrial fusion phenotypic screen, WT strain | inhibition, % at 10 µM | hit rate 2.1% among 190,000; in the data active means inhibition above about 58%; tested in S. cerevisiae
NTR1 ag: NTR1-driven beta-arrestin-GFP spot formation – imaging, U2OS cells, high content, primary screen (AID 493036) | P30989 | agonist mode | activation, % at 20 µM | hit rate 0.17% among 330,000;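 active means activation at or above 40% of the spot to cytoplasm intensity ratio, with at least 20 cells analyzed; inconclusive means wells under 20 cells, flagged as cytotoxic or low count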;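 further: 0% = DMSO without peptide and 100% = 100 nM NTR1 peptide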
Target sequence (P30989 whole entry, looked up): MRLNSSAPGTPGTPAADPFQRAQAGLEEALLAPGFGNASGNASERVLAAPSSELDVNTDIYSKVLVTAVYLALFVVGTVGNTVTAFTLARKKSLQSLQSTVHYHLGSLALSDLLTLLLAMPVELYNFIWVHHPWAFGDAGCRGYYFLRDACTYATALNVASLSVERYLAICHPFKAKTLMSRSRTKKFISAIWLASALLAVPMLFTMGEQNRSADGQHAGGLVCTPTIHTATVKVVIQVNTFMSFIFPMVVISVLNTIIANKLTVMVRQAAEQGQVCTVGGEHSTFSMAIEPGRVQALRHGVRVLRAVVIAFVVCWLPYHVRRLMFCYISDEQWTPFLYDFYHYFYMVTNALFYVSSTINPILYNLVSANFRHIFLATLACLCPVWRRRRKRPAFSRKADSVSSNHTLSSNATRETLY
WT yeast gro inh mutant strain: further read-out of WT yeast gro inh, marked with its call; inhibition, %; mitochondrial fusion phenotypic screen, mutant strain inhibition
Autophagy HCS cell loss 18 h: also measured in Autophagy HCS; calls as there; toxicity, %; measured here: cell loss, nuclei count;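 cell loss after 18 h compound exposure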
NTR1 ag cell count 20 µM: recorded beside NTR1 ag, whose call it bears; cell count; measured here: cell count, cytotoxicity flag
NS5 inhibitors pilot replicate: second read-out of NS5 inhibitors, no call of its own (marks repeat the call); inhibition, %; measured here: pilot screen replicate inhibition
Starred values were filed as active, the others as inactive; i = inactive; ? = inconclusive; . = not tested or not shown; + = active, no number; & = joins results of further samples; [ ] = dose if it differs, or a comment. Outcome played no part in choosing rows (roughly 2.6% active in at least one column).

SMILES | Autophagy HCS | Autophagy HCS cell loss 18 h | LYP inhibition | RSV antiviral HEp-2 | NS5 inhibitors | UTI89 phage lysis | GPR35 antagonists | AID2073 | WT yeast gro inh | WT yeast gro inh mutant strain | NTR1 ag | NTR1 ag cell count 20 µM | others
O=C(Nc1ccccc1OC(F)F)c1cccc(S(=O)(=O)N2CCCC2)c1 | . | . | -9% | 1.2% | -10% | 0.2% | -1% | 7% | . | . | 1.1 | 43
N#Cc1cnn(CC2CCCCC2)c1N | i | 7 | -3% | -0.6% | -8% | 0.3% | -19% | 0% | 12 | 3 | 0.4 | 38
COc1ccc(C(=O)Oc2ccc(C(C)=O)cc2)c(OC)c1 | i | 25 | -7% | 2.3% | -9% | 0.6% | -8% | 8% | -6 | -19 | -1.0 | 56
O=C(Cn1nc(Br)nc1Br)c1ccccc1 | . | . | -7% | 0.3% | 5% | 0.3% | -7% | 9% | . | . | -1.0 | 67
Cc1cc(OCC(=O)NCCc2ccc(Cl)cc2)c2c(C)cc(=O)oc2c1 | . | . | -9% | 1.1% | -1% | 0.2% | -5% | 22% | . | . | 1.6 | 50
O=[N+]([O-])c1cc(S(=O)(=O)N2CCOCC2)ccc1OCc1cccc(Cl)c1 | . | . | . | 0.0% | -1% | 0.6%[50 µM] | . | . | . | . | 2.7 | 57
Cc1ccc(C)n1-c1cccc(NC(=O)c2ccccc2)c1 | i | 6 | 3% | 0.0% | -9% | 3.7% | -10% | 3% | 5 | 7 | -1.8 | 55
Cc1c(Cl)cccc1N(CC(=O)O)S(C)(=O)=O | i | 8 | -1% | 0.6% | -10% | -1.7% | -10% | -6% | -1 | -10 | -4.8 | 92
Cc1cccc(-c2nnc(SCCC(=O)N3CCOCC3)o2)c1 | i | 0 | -10% | 1.6% | -6% | 3.7% | -7% | -4% | -8 | -1 | 3.0 | 66
CCN(Cc1ccccc1)C(=O)c1ccc2c(=O)n3c(nc2c1)CCC3 | . | . | . | -0.2% | -6% | -1.1% | . | . | . | . | 1.2 | 62
CC(C)CN(C(=O)COC(=O)C(C)N1C(=O)c2ccccc2C1=O)c1c(N)n(Cc2ccccc2)c(=O)[nH]c1=O (stereo not given) | . | . | . | -1.8% | 1% | 1.1%[50 µM] | . | . | . | . | 0.5 | 74
CC1CCCC(C)N1NC(=O)c1ccc(Cl)c(S(N)(=O)=O)c1 (stereo not given) | i | -10 | -8% | 0.7% | -4% | 0.6% | -6% | 7% | -6 | -12 | 2.5 | 55
O=C(OCC(=O)c1cccs1)c1ccccc1 | i | -4 | -6% | 0.1% | -8% | 0.1% | -6% | 0% | -18 | -6 | -1.0 | 83
CCCOc1nnnn1-c1ccccc1 | i | -3 | -2% | 0.0% | -11% | 0.6% | 19% | 2% | -7 | 11 | -2.0 | 83
CCCCn1nnnc1SCC(=O)Nc1ccc(N(C)C)cc1 | i | 5 | -4% | 0.3% | 5% | -0.1% | 8% | -16% | 0 | 1 | -0.2 | 79
CC(NC(=O)c1nn(C)c2c1CS(=O)(=O)c1ccccc1-2)c1ccccc1 (stereo not given) | . | . | -10% | 3.5% | 2% | -0.1% | -3% | 2% | . | . | -1.0 | 43
NC(=O)CC(NC(=O)Cc1cccc2ccccc12)c1ccc(NCCc2ccc(F)cc2)c([N+](=O)[O-])c1 (stereo not given) | . | . | -2% | 1.4% | -1% | -3.2% | 0% | 2% | . | . | 19 | 73
CCOC(=O)c1ccc(NC(=O)CSc2nc3sc(C(=O)O)c(C)c3c(=O)[nH]2)cc1 | i | -6 | 1% | -2.0% | 1% | -1.7% | -4% | 19% | . | . | -0.9 | 32
Cc1cccc(C)c1NC(=O)CCN1C(=O)C2C3CCC(C3)C2C1=O (stereo not given) | i | 10 | -6% | 1.6% | -5% | 0.7% | 20% | 8% | 12 | 14 | 2.2 | 68 | NS5 inhibitors pilot replicate=4.5
COc1cc(OC)c(NS(=O)(=O)c2cc(Br)cnc2N)cc1Cl | . | . | -16% | 8.6% | -5% | 0.1% | -10% | -4% | . | . | -0.2 | 68

Brought forward from above: 2 entries, then new ones.
SMILES | Autophagy HCS | Autophagy HCS cell loss 18 h | LYP inhibition | RSV antiviral HEp-2 | NS5 inhibitors | UTI89 phage lysis | GPR35 antagonists | AID2073 | WT yeast gro inh | WT yeast gro inh mutant strain | NTR1 ag | NTR1 ag cell count 20 µM | others
Cc1cccc(C)c1NC(=O)CCN1C(=O)C2C3CCC(C3)C2C1=O (stereo not given) | i | 10 | -6% | 1.6% | -5% | 0.7% | 20% | 8% | 12 | 14 | 2.2 | 68 | NS5 inhibitors pilot replicate=4.5
COc1cc(OC)c(NS(=O)(=O)c2cc(Br)cnc2N)cc1Cl | . | . | -16% | 8.6% | -5% | 0.1% | -10% | -4% | . | . | -0.2 | 68
Cc1ccc(S(=O)(=O)N2CCN(c3cccc(C)c3)CC2)cc1 | . | . | -4% | 3.9% | 11% | -0.3% | -3% | -4% | . | . | 1.8 | 66
Cc1ccc(NS(=O)(=O)c2c(C(=O)N3CCCCCC3)c(C)n(C)c2C)c(Cl)c1 | . | . | -9% | 0.8% | -2% | 0.1% | 2% | -8% | . | . | 1.6 | 62
COc1cc(NC(=O)c2cnn3c(C)cc(C)nc23)c(OC)cc1Cl | i | 1 | 2% | . | 3% | -0.1% | -15% | 26% | 4 | 5 | . | .
CCOP(=O)(OCC)c1nc(-c2ccc(C)cc2)oc1N1CCOCC1 | i | -17 | . | 0.7% | 0% | 0.8% | . | . | . | . | 0.8 | 88
O=C(NCc1ccco1)Nc1ccc([N+](=O)[O-])cc1 | i | 7 | -1%&0% | 3.4% | -16% | -0.8% | 5%&-19% | -6%&7% | -12 | 5 | 0.2 | 40
COC(=O)C(=CC(=CN(C)C)C=C(C(=O)OC)C(=O)OC)C(=O)OC | . | . | -3% | 0.7% | 0% | 0.4% | -4% | -1% | . | . | -0.5 | 54
CC(C)CC(NC(=O)C(CO)NC(=O)C1CCC(=O)N1)C(N)=O (stereo not given) | i | 16 | -6% | -1.0% | -5% | 0.2% | -5% | 10% | -8 | -3 | -0.5 | 110
CCN(Cc1ccccc1OC)CC1CCCN(CCc2cccc(OC)c2)C1 (stereo not given) | . | . | -6% | 0.7% | 0% | -0.1% | -4% | 2% | . | . | -0.5 | 62 | NS5 inhibitors pilot replicate=1.2
O=C(Nc1cc(=O)[nH]c2ncnn12)c1ccco1 | . | . | -6% | 1.0% | -1% | 0.1% | 0% | 32% | . | . | 1.0 | 67
Cc1onc(-c2ccccc2)c1C(=O)NCc1ccccc1F | . | . | -2% | 1.6% | 3% | 0.0% | -19% | -2% | . | . | -1.5 | 46
O=C(c1ccc(NS(=O)(=O)c2ccc(F)cc2)cc1)N1CCCCCC1 | . | . | . | 1.1% | 3% | 0.4%[50 µM] | . | . | . | . | 1.2 | 61
CC(C)c1ccc(NC(=O)c2ccc(NS(C)(=O)=O)cc2)cc1 | + | 3.5* | -4% | -2.0% | 2% | 0.6% | -9% | -1% | 12 | 3 | 3.4 | 47
[2H]c1c([2H])c([2H])c(C(=O)c2sc(N3CCCCCC3)nc2-c2ccccc2)c([2H])c1[2H] | i | 11 | 0% | ? | -5% | 2.8%[50 µM] | -3% | -18% | -3 | 10 | 10 | 38
Cc1cc(C)nc(OC(=O)c2c(Cl)cc(Cl)cc2Cl)n1 | i | 6 | -7% | 15% | -7% | 0.2% | 2% | -1% | 4 | 12 | 2.0 | 41
O=C(O)C1CCCCC1C(=O)NC1CCCCC1 (stereo not given) | i | -9 | 19% | 0.8% | 2% | 0.2% | 4% | 0% | -8 | -41 | -0.8 | 55
CC(C)(C)NC(=O)C1CCN(c2ccc(S(=O)(=O)N3CCOCC3)cc2Cl)CC1 | i | 1 | -7% | -1.3% | -10% | 1.4% | 1% | 9% | -2 | -2 | 4.2 | 62
COc1ccccc1C(=O)N/C(=C\c1ccc(Br)cc1)C(=O)NCCO | i | 13 | -2% | 3.7% | -7% | 3.4% | 26% | 7% | -7 | -22 | -1.2 | 96
O=C(NCc1cccc(Cl)c1)c1cnccn1 | i | -1 | 1% | 0.9% | 7% | 2.0% | 6% | 17% | -9 | -8 | -0.5 | 61
Cc1ccc(Oc2ncc(CN3CCOCC3)s2)cc1 | i | -22 | -10% | 1.1% | 2% | 0.0% | 7% | -4% | -28 | 25 | 0.2 | 84
CC12CC3(C)CC(C)(C1)CC(C(=O)NCc1cccnc1)(C2)C3 | . | . | -8% | 0.6% | 0% | 0.0% | -14% | 6% | . | . | -0.2 | 55 | NS5 inhibitors pilot replicate=-1.2
COCCCn1c(SC(C)C(=O)NC2CC2)nc2ccccc2c1=O (stereo not given) | . | . | . | -0.4% | -9% | 1.8%[50 µM] | . | . | . | . | 1.0 | 53
CC(C)(C)c1nc2ccccc2c2nnc(SCC(=O)Nc3nccs3)n12 | i | 42 | -3% | -1.1% | 2% | 7.3% | 5% | 4% | -14 | -19 | 0.9 | 44
Cc1cc(=O)c2cccc(Br)c2[nH]1 | i | -6 | -6% | -0.2% | -3% | 0.9% | -2% | 8% | -15 | 4 | -0.2 | 55
CC(=O)c1cccc(NC(=O)CCc2nnc3ccc(NCc4ccco4)nn23)c1 | . | . | -11% | 1.9% | -9% | 0.2% | -2% | 26% | . | . | 0.8 | 62
Brc1ccc(-c2ccc(/C=N/Nc3nncc(-c4ccccc4)n3)o2)cc1 | + | 4.1* | -2% | 3.4% | -8% | 2.6% | -3% | 6% | 26 | 24 | -0.1 | 59
C=CCOC(=O)C1=C(C)OC(N)=C(C#N)C1c1ccc2c(c1)OCO2 (stereo not given) | i | -7 | 4% | 0.2% | -3% | 0.5% | -5% | -3% | -1 | -7 | -0.1 | 58
Cc1ccc(-c2nc(C=Nc3ccc(O)cc3)c(O)o2)cc1 | i | 2 | 2% | . | -26% | 0.1% | 2% | -35% | -7 | -2 | . | .
CC(C)c1[nH]nc2c1C(c1ccc(OC(=O)c3ccco3)cc1)C(C#N)=C(N)O2 (stereo not given) | i | 3 | -1% | -1.1% | -6% | -0.2% | 7% | 3% | -1 | 11 | 2.1 | 36
Cc1nnc(SCC2=C(C(=O)O)N3C(=O)C(NC(=O)COc4ccc(F)cc4)C3SC2)s1 (stereo not given) | . | . | . | -0.2% | 9% | 3.7% | . | . | . | . | -0.3 | 38
CC(C)CC1NC(=O)N(CC(=O)NC2CCCc3ccccc32)C1=O (stereo not given) | i | 33 | -1% | 4.2% | -3% | 0.5% | 6% | 3% | 20 | 4 | 1.9 | 43
OCc1ccccc1CN1CCCCCC1 | . | . | . | 1.4% | 6% | 0.6% | . | . | . | . | 0.2 | 43
CCn1c2ccccc2c2cc(NC(=O)COC(=O)c3ccc(NC(=O)CC#N)cc3)ccc21 | . | . | . | 6.4% | 1% | 1.2%[50 µM] | . | . | . | . | 0.4 | 64
